# High-throughput results (PubChem BioAssay)
# OXTR agonist: human OXTR agonists, primary screen, fluorescence, CHO-OTR cells, Fluo-8 calcium. actives 0.32% (n = 320,000). Fluo-8 calcium fluorescence; normalized: DMSO 0%, oxytocin 100%. activation, % at 3 µM. Oxytocin receptor (Homo sapiens), P30559. AID 2435, 2010;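 active = activation above the mean of all tested compounds plus 3 SD, cutoff set per screening run, cut at about 20% in these data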;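 also: peak over basal fluorescence ratio from a 100 s FLIPR kinetic read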
# CHRM1 PAM: human M1 muscarinic receptor positive allosteric modulators, primary screen, CHO-K1 cells, Fluo-8 calcium fluorescence, 1536-well | Muscarinic acetylcholine receptor M1 (Homo sapiens), P11229 | CHO-K1 hM1, ACh EC20; 0% = ACh EC20, 100% = maximal ACh | activation, % at 3 µM | actives 0.088% (n = 360,000) | AID 588819, 2011; in the data active = activation above about 19%, passing the limit was not always enough
# Target sequence (P11229 whole entry, looked up): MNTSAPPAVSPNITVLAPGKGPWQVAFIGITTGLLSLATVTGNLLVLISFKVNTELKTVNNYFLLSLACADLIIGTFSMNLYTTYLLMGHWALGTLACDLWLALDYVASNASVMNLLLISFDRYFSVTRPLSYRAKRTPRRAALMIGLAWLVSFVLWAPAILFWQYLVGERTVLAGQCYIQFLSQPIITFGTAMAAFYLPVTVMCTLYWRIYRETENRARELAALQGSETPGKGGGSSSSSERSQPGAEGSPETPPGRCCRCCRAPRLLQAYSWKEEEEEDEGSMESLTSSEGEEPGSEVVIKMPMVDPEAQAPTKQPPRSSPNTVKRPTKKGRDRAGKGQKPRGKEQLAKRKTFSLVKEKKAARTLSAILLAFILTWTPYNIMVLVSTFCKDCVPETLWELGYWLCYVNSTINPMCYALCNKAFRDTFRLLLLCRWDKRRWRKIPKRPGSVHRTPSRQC
# TAAR1 antag: human TAAR1 antagonists, primary screen, Fluo-8 calcium fluorescence, CHO RD-HGA16 cells | Trace amine-associated receptor 1 (Homo sapiens), Q96RJ0 | antagonist | inhibition, % at 3 µM | actives 1.5% (n = 360,000) | AID 624466, 2012;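 active = inhibition above a per-plate cutoff, the mean inhibition of test compounds on that plate plus 3 SD, cut at about 49% in these data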;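 also: 0% = DMSO plus EC80 beta-PEA response and 100% = DMSO alone without agonist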
#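 Test system – hTAAR1-expressing CHO RD-HGA16 cells, Gα16-coupled · Reagent – β-PEA at EC80 concentration, post-compound challenge · Compound dosing – 3 µM, single point · Timing – 140 s kinetic read after compound, 140 s after agonist · Detection – Fluo-8 intracellular calcium dye fluorescence, real-time kinetic reads · Control set – DMSO and EC80 PEA controls · Repeats – n of 1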
# OXTR potentiate: human OXTR potentiators, primary screen, fluorescence, CHO-OTR cells, Fluo-8 calcium | Fluo-8 calcium fluorescence, potentiator mode; 0% = oxytocin EC15, 100% = EC100 | activation, % at 3 µM | actives 0.061% (n = 320,000);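 active = activation above that plate's cutoff, the mean activation of tested compounds plus 3 SD, cut at about 6.6% in these data, passing the limit was not always enough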;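 also: 100% uses oxytocin at 75 nM as the full agonist control; some results filed as inactive read as strong as hits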
#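 test system = CHO-OTR cells, human receptor | compound = single-point 3.0 µM | schedule = 6 min compound pre-incubation at room temperature, 100 s kinetic read | signal = Fluo-8 no-wash calcium dye fluorescence, excitation 470-495 nm, emission 515-575 nm | repeats = single well per compound, singlicate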
# CHO parental Ca: ATP-evoked calcium signal inhibitors, parental CHO, primary screen, counter-screen for OX1R antagonist project, cell-based, fluorescence, Fluo-8 calcium dye; parental CHO-K1, ATP-induced calcium, Fluo-8 fluorescence; inhibition, % at 5.6 µM; actives 0.63% (n = 330,000);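 active = inhibition above that plate's mean sample inhibition plus 3 SD, cut at about 26% in these data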;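 also: 0% = ATP-challenged DMSO wells and 100% = DMSO wells without ATP; some compounds past the cut are filed as inactive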
#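 Measured by: calcium-sensitive Fluo-8 fluorescence / Test system: CHO parental line / Controls: ATP-challenged DMSO wells low, unchallenged DMSO wells high / Measure: % inhibition / Compound: single nominal dose of 5.6 µM per compound / Replicates: single well per compound, no replicates / Reagent: ATP as calcium-mobilizing challenge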
# TAAR1 agonist: human TAAR1 agonists, primary screen, Fluo-8 calcium fluorescence, CHO RD-HGA16 cells | Trace amine-associated receptor 1 (Homo sapiens), Q96RJ0 | vehicle wells 0%, saturating PEA agonist 100% | activation, % at 3 µM | actives 0.99% (n = 360,000) | AID 624467, 2012;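 active = activation above the mean activation of all test compounds in the run plus 3 SD, cut at about 38% in these data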
#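 Test system: RD-HGA16 (CHO) cells co-expressing Gα16 and hTAAR1 / Benchmarks: DMSO vehicle as 0%, PEA at EC100 as 100% / Repeats: no replicates (n 1) / Measure: % activation from peak over basal fluorescence ratio, DMSO-to-PEA scaled / Timing: 17-24 h plating, Fluo-8 75 min 37 °C, 30 min RT / Technique: kinetic Fluo-8 calcium fluorescence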
# M1 ag: human M1 muscarinic receptor agonists, primary screen, Fluo-8 calcium fluorescence, CHO-K1 cells, HTS; Muscarinic acetylcholine receptor M1 (Homo sapiens), P11229; CHO-K1 hM1, agonist mode; 0% DMSO, 100% acetylcholine EC100; activation, % at 3 µM; actives 0.33% (n = 360,000); AID 588814, 2011;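 active = activation above the run's mean compound activation plus 3 SD, cut at about 16% in these data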;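 also: peak over basal fluorescence ratio within a 140 s kinetic read after compound addition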
# M1 antag: human M1 muscarinic receptor antagonists, primary screen, CHO-K1 cells, Fluo-8 calcium fluorescence, 1536-well. Muscarinic acetylcholine receptor M1 (Homo sapiens), P11229. CHO-K1 hM1, ACh EC80 antagonist. inhibition, % at 3 µM. actives 1.3% (n = 360,000);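 active = percent inhibition above its own plate's cutoff, namely the mean of that plate's compound wells plus 3 SD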;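 also: peak over basal fluorescence ratio during 140 s after agonist addition; 0% = ACh EC80 plus DMSO and 100% = DMSO alone without agonist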
# V1aR counter: agonists of human V1a receptor, primary screen, counter-screen for OXTR agonist project, fluorescence, CHO-V1R cells. Vasopressin V1a receptor (Homo sapiens), P37288. Fluo-8 calcium fluorescence, agonist mode; 0% DMSO, 100% 3 nM vasopressin. activation, % at 3 µM. AID 2797, 2010. actives 0.25% (n = 320,000);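 active = activation above the mean activation of all tested compounds plus 3 SD, per screening run, cut at about 20% in these data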;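 also: signal is peak over basal fluorescence ratio across a 100 second FLIPR read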
# Target sequence (P37288 whole entry, looked up): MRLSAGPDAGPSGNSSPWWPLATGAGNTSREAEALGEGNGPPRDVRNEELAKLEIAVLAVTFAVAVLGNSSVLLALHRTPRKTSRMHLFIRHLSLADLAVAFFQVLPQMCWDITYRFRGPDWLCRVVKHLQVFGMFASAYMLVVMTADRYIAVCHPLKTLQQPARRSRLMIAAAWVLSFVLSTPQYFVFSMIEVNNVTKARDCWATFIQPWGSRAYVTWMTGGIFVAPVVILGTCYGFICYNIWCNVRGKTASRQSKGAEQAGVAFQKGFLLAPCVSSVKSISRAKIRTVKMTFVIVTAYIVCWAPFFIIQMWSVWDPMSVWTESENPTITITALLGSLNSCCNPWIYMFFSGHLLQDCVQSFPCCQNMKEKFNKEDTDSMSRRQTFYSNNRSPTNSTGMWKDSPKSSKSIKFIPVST
# The depositor's hits bear a star; / = not tested or not shown.
canonical_smiles,OXTR agonist,CHRM1 PAM,TAAR1 antag,OXTR potentiate,CHO parental Ca,TAAR1 agonist,M1 ag,M1 antag,V1aR counter
CCOC(=O)c1c(C)[nH]c(C)c1S(=O)(=O)N1c2ccccc2CC1C (configuration not stated),-1.1,10,-16,-5,-10,49*,1,4,-1.3
O=C(N1CCN(c2ccccc2)CC1)C12CC3CC(CC(C3)C1)C2,-1.6,4,-9,-20,-22,24,-5,-6,0.4
COc1cc(C(=O)N(C)Cc2cccc(OC)c2OC)ccc1OCC(=O)Nc1cccc(C(F)(F)F)c1,4.6,-6,47,-12,-21,7,-1,6,7.0
COc1cc2c(cc1NC(=O)COc1ccc3ccccc3c1)oc1ccccc12,-0.1,7,-10,-9,-10,11,-2,-9,0.8
O=C(Nc1ccc(F)cc1)C1CC(=O)n2ncnc2N1 (configuration not stated),0.8,7,-20,3,-4,1,-1,-3,1.3
CCc1c(C)nc(SCC(=O)N2CCN(c3ccccc3)CC2)[nH]c1=O,-0.5,6,2,-13,-2,2,-5,-4,0.6
COc1ccc(N2CCN(C(=O)c3ccc(CNc4c(N5CCOCC5)c(=O)c4=O)cc3)CC2)cc1,-0.1,13,12,0,-2,0,-4,-11,-0.3
Cc1cn(CCC(=O)Nc2ccccc2N2CCOCC2)c2ccccc12,-2.6,17,-29,-5,-17,-2,0,-6,-1.1
O=C(CN(c1ccccc1)S(=O)(=O)c1ccccc1)N/N=C/c1ccco1,-0.8,0,3,-1,-14,5,-5,-13,0.3
CCc1nnc(NC(=O)CN2C(=O)c3ccccc3C2=O)s1,-0.1,10,2,0,-8,7,3,-14,-0.1
Oc1ccc(-c2n[nH]c(=S)n2Cc2ccccc2)cc1,3.4,10,6,-4,-7,6,-4,-5,2.0
COc1cccc(C2=CC(c3cc(OC)ccc3OC)n3nnnc3N2)c1 (configuration not stated),-1.9,-1,-5,-30,-19,11,-4,7,-0.6
CCCCCn1c(=O)[nH]c2c(c1=O)CCC2,-0.7,0,1,-10,-1,17,-3,-4,0.6
CCOc1ccc(C(=O)Nc2ccc3[nH]ncc3c2)cc1,-0.7,7,-20,-6,-8,-2,-5,-4,-0.7
O=S(=O)(c1ccc(Cl)cc1)N1CCCC(c2nc(-c3ccc(F)cc3)no2)C1 (configuration not stated),-1.1,5,35,-8,-8,8,-1,-2,0.8
O=C(O)c1cnn(-c2nc(-c3ccc(Br)cc3)cs2)c1C(F)(F)F,-1.7,3,23,-19,3,-1,-7,-6,0.3
COc1ccc(C2(c3ccc(OC)cc3)NC(=O)N(CC(=O)Nc3cc(C)on3)C2=O)cc1,3.3,1,0,-5,-17,7,4,-5,4.2
CCCCN1CC(C)(C)[C@H](CC(=O)Nc2ccccc2)C1=O,/,9,-3,/,/,-1,-2,-21,/
COc1cccc(/C=N/NC(=O)CCCC(=O)NC2CCCCC2)c1,-1.1,-1,-6,0,-10,6,-4,-2,1.1
Cc1ccc(CC2S/C(=C(/C#N)C(=O)N3CCOCC3)N(c3ccccc3)C2=O)cc1 (configuration not stated),2.9,0,-5,-10,-11,20,-3,-1,2.1
CC(=O)[C@H]1CCC2C3CC=C4C[C@@H](O)CC[C@]4(C)C3CC[C@@]21C (some centres not stated),0.4,5,5,1,-9,2,-3,-8,0.8
N#CCCN1CCN(S(=O)(=O)c2ccc(S(=O)(=O)NC3CC3)cc2)CC1,0.5,1,1,6,-18,1,-5,-23,-0.1
COCCNC(=O)C(c1cccc(OC)c1)N(Cc1cccs1)C(=O)Cn1nnc2ccccc21 (configuration not stated),-1.1,8,8,-12,-20,11,-4,-27,-0.7
COc1cc(C)c(CN2CCC(Cc3ccccc3)CC2)cc1C,/,-10,-10,/,/,1,-9,11,/
COc1cc(NC(=O)c2cc3ccccc3cc2OC)ccc1NC(=O)c1cccs1,0.4,1,85*,-11,1,11,1,17,0.8

# (further entries)
canonical_smiles,OXTR agonist,CHRM1 PAM,TAAR1 antag,OXTR potentiate,CHO parental Ca,TAAR1 agonist,M1 ag,M1 antag,V1aR counter
CCCn1c(=O)c2c(nc3n2CCCN3CCc2ccc(OC)c(OC)c2)n(C)c1=O,-0.3,3,20,-8,-8,4,-6,-11,-0.1
COc1ccc(-c2cc(=O)oc3c(C)c(OCC(=O)N[C@@H](Cc4ccc(O)cc4)C(=O)O)ccc23)cc1,0.2,-4,2,1,1,1,-4,0,1.3
Cc1ccc(/C=C/C(=O)N2CCc3ccccc32)o1,-3.0,0,-4,1,-20,-3,-3,10,-1.3
CCc1ccc(C(O)(c2ccccc2OC)C(CN2CCOCC2)c2ccccc2)cc1 (configuration not stated),-2.6,5,12,-1,-33,3,-5,-7,-1.3
COc1ccc(CCNc2ncnc3c2nnn3Cc2ccccc2)cc1OC,-1.0,-4,-1,-11,-19,10,-4,8,-0.5
N#Cc1c(N)nc2c(c1-c1ccc(Br)s1)CCCC2,-1.6,-8,1,-2,-10,4,-1,16,-0.1
COc1ccccc1CCC(=O)Nc1cccc(S(=O)(=O)N2CCCC2)c1,-1.0,-4,-11,-5,-20,-2,-5,0,1.8
O=C(NCCCN1CCCC1)C1CCN(C(=O)c2cc3sccc3n2Cc2ccc(F)cc2)CC1,-0.3,-6,5,-6,-21,1,-14,-6,-0.6
Cc1noc(C)c1COc1cccc(C(=O)OC(C)C#N)c1 (configuration not stated),-1.8,3,17,-7,-3,0,-12,2,-0.2
COc1ccc(OC)c(CN2CCN(C(=O)CCNC(=O)c3ccc(Br)cc3)CC2)c1,0.1,18,-35,0,-23,-2,4,-5,0.0
COC(=O)CCC(=O)Nc1ccc(N=Nc2ccccc2)cc1,7.9,9,8,-11,-2,2,1,-2,1.8
CCOC(=O)C1C(=O)N(C(=O)c2ccc(OC)cc2)CC1c1ccccc1 (configuration not stated),-1.2,12,16,-6,-16,13,-3,-13,-1.4
COc1ccc(NC(=O)C2CCN(S(=O)(=O)c3ccc4c(c3)NC(=O)C(C)S4)CC2)cc1 (configuration not stated),3.5,-13,20,-6,-5,7,-1,23,7.8
COc1cccc(/C=N/NC(=S)NC2CC3CC2C2C=CCC32)c1O (configuration not stated),-0.1,11,10,-6,-10,8,-2,-18,-0.5
CCn1cc(S(=O)(=O)CC(=O)Nc2ccc3c(c2)OCO3)c2ccccc21,-1.4,7,-10,-3,-6,4,-2,-11,-0.6
Cc1nc2ccc(S(=O)(=O)NCC(=O)N(C)Cc3ccccc3)cc2s1,-0.7,2,6,-5,0,4,-3,4,1.1
Cc1nc2c(cc(Oc3ccc(S(=O)(=O)N4CCOCC4)cn3)c3ccsc32)s1,8.3,0,22,-26,-7,10,1,2,5.4
CC(=O)OC1COC(OC2C(O)C(C)OC(OC3C(OC4CCC5(C)C(CCC6(C)C5CC=C5C7CC(C)(C)CCC7(C(=O)O)CCC56C)C4(C)CO)OCC(O)C3O)C2O)C(O)C1OC(C)=O (configuration not stated),92*,/,/,-11,101*,/,/,/,115*
COc1ccc(CCN(Cc2cc3cccc(C)c3[nH]c2=O)C(=O)N2CCCC2)cc1OC,-2.5,5,2,-9,-30,4,-3,-4,-0.5
O=C(O)CSc1ccn(Cc2ccccc2)c1,/,14,-23,/,/,2,-2,-17,/
COc1ccc(-n2c(SCC(=O)NCC3CCCO3)nc3c(c2=O)SCC3)cc1 (configuration not stated),-0.7,7,-21,-8,-3,0,-3,3,-0.4
COc1ccc(-c2nnn(CC(=O)N(CCCO)C(C(=O)NC3CCCC3)c3ccc(F)cc3)n2)cc1 (configuration not stated),-1.6,6,1,-1,-25,8,-7,-10,-0.2
COc1cc(C(=O)NCc2ccc(S(N)(=O)=O)cc2)ccc1OCC(=O)Nc1cccc(C(F)(F)F)c1,1.2,8,-24,-6,18,4,-4,-9,1.2
Cc1ccc2cc(C#N)c(SCC(=O)NCC3CCCO3)nc2c1 (configuration not stated),-1.7,-1,7,-5,-12,15,-3,-2,-1.7
C[C@@H]1CN([C@H](C)CO)C(=O)c2cc(NC(=O)Nc3ccc(F)cc3)ccc2O[C@@H](C)CCCCO[C@H]1CN(C)Cc1ccc(C(=O)O)cc1,/,2,8,/,/,1,-4,-8,/

# Other compounds follow:
canonical_smiles,OXTR agonist,CHRM1 PAM,TAAR1 antag,OXTR potentiate,CHO parental Ca,TAAR1 agonist,M1 ag,M1 antag,V1aR counter
Cc1ccc(NC(=O)COC(=O)C2CCC(=O)N2)c(S(=O)(=O)N2CCOCC2)c1 (configuration not stated),1.5,2,-15,-6,-4,15,-1,3,0.3
O=C(CSc1ncn[nH]1)NCCc1ccc(Cl)cc1Cl,0.2,8,12,2,-4,-3,-4,-9,0.4
O=C1CC(N(Cc2ccco2)C(=O)Nc2ccc(F)cc2)C(=O)N1c1ccc(F)cc1 (configuration not stated),3.5,-6,18,-7,-27,14,-2,3,1.6
CC1(C)Cc2cccc(OCC(=O)Nc3ccc(OCC(N)=O)cc3)c2O1,-0.1,-6,-16,-13,-14,3,-4,15,0.0
COc1cccc(C(=O)/C=C/Nc2ccc(S(=O)(=O)Nc3nc(C)cc(C)n3)cc2)c1,-0.7,12,-15,-9,-22,0,-10,-9,7.5
CN(c1ccccc1)S(=O)(=O)c1ccc(C(=O)NCc2ccc(F)cc2)cc1,7.2,-16,64*,-12,3,16,-1,15,8.0
O=c1oc(/C=C/c2ccco2)nc2sc3c(c12)CCC3,-0.3,5,-1,-11,-6,0,-4,-7,1.1
